CIT2 TOR yeast = alters CIT2-GFP fluorescence in TOR pathway yeast screen | S. cerevisiae CIT2-GFP strain, flow cytometry, 3 h; 100 means same as DMSO wells | GFP response vs DMSO, % at 10 µM | AID 2029 | 320,000 compounds, 0.065% hits;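 active means GFP response relative to DMSO above a set limit, near the screen mean plus 3 SD, cut at about 150% in these data; inconclusive means Fewer than 70 cells measured for a yeast strain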;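 further: ratio of well median GFP fluorescence to mean of DMSO wells on the plate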
procasp3 activ = activates human procaspase-3; P42574; recombinant procaspase-3 D3A, Ac-DEVD-pNA absorbance 405 nm; activation, % at 8.5 µM; 330,000 compounds, 0.11% hits; AID 463141;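 active means activation above the mean of all tested compounds plus 3 SD, cut at about 21% in these data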;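 further: 0% = DMSO alone and 100% = DMSO wells spiked with extra 5 µM PC-3 D3A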
Target sequence (P42574 whole entry D9A/D28A/D175A): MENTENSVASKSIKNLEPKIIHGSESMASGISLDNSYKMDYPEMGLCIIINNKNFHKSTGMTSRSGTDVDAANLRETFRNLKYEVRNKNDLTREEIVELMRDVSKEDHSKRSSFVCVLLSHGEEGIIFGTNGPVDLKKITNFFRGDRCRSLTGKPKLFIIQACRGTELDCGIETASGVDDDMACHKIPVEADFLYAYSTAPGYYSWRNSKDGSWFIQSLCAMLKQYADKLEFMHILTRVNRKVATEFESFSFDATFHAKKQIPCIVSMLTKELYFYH
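assay system = Procaspase-3 D3A mutant | signal = absorbance at 405 nm, 0 and 120 min | times = 1 h preincubation plus 2 h reaction at 25 °C | repeats = single replicate | read-out = % activation between DMSO and enzyme-spiked controls | medium = Zinc-free HEPES saline buffer with Triton X-100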
AHR act = activates the human aryl hydrocarbon receptor; AHR-responsive luciferase reporter cells, luminescence; activation, % at 5 µM; 320,000 compounds, 2.5% hits; in the data active means activation above about 47%;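 further: 0% = vehicle wells and 100% = reference agonist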
LAP4-GFP MLPCN = modulators of TOR pathway LAP4-GFP in S. cerevisiae | S. cerevisiae LAP4-GFP multiplex, flow cytometry GFP, 3 h; median GFP as percent of DMSO wells | GFP response vs DMSO, % at 10 µM | 320,000 compounds, 0.34% hits | AID 2023;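 active means GFP response vs DMSO above a set limit, about the screen mean plus 3 SD, cut at about 150% in these data; inconclusive means under 70 cell events counted for the yeast strain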
RPL19A-GFP yeast = modulators of TOR pathway RPL19A-GFP in S. cerevisiae; S. cerevisiae RPL19A-GFP strain, flow cytometry, 3 h; stronger effect = lower value; percent response vs DMSO, % at 10 µM; 330,000 compounds, 0.3% hits; AID 2025;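 active means percent response vs DMSO below 50%; inconclusive means fewer than 70 events counted for the yeast strain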;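 further: median channel GFP fluorescence of the barcoded RPL19A-GFP strain; ratio of sample median GFP to plate DMSO average so 100% = DMSO; lower means less RPL19A-GFP as with rapamycin TOR inhibition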
procasp7 counter = counter-screen for procaspase-3 activators: activators of human procaspase-7; P55210; recombinant procaspase-7, Ac-DEVD-pNA absorbance 405 nm; D23A/D198A/D206A triple mutant, cannot self-cleave; scale: DMSO 0, 5 µM enzyme 100; activation, % at 8.5 µM; 330,000 compounds, 0.093% hits;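 active means percent activation above the screen-wide mean plus 3 SD, cut at about 25% in these data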
Target sequence (P55210 whole entry D23A/D198A/D206A): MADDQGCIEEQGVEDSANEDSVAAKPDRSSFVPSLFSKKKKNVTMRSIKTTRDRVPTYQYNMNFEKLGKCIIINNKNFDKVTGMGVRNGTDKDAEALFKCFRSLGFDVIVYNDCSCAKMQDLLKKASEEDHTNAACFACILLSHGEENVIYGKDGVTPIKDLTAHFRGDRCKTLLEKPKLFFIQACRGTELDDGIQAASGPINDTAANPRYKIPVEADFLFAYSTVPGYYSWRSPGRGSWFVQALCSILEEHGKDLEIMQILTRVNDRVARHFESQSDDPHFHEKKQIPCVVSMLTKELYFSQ
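Test system: Procaspase-7 triple mutant (PC-7 D3A). Also added: Ac-DEVD-pNA substrate, 400 µM as added. Schedule: 1 h enzyme–compound preincubation and 2 h substrate reaction, both 25 °C. Signal: p-Nitroaniline absorbance at 405 nm, read at 0 and 120 min. Control set: low DMSO alone, high DMSO plus 5 µM PC-7.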
AGP1-GFP MLPCN = alters AGP1-GFP fluorescence in TOR pathway yeast screen. 320,000 compounds, 0.02% hits. GFP response vs DMSO, % at 10 µM. S. cerevisiae AGP1-GFP multiplex flow cytometry, 3 h; GFP as percent of DMSO wells;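 active means GFP response relative to DMSO above a set limit, near screen average plus 3 SD, cut at about 150% in these data; inconclusive means fewer than 70 cells counted for the yeast strain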;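 further: median GFP channel fluorescence of the gated AGP1 strain per well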
MEP2-GFP yeast = modulators of TOR pathway MEP2-GFP in S. cerevisiae; S. cerevisiae MEP2-GFP strain, flow cytometry GFP, 3 h; 100% = DMSO control level; GFP response vs DMSO, % at 10 µM; 330,000 compounds, 0.51% hits; AID 2016;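 active means GFP response versus DMSO above a set limit, roughly screen mean plus 3 SD, cut at about 180% in these data; inconclusive means fewer than 70 cells counted for a yeast strain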;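 further: median GFP fluorescence of the barcode-gated MEP2-GFP cells per well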
An asterisk follows results filed as active; u = inconclusive; [ ] = dose if it differs, or a comment.

SMILES	CIT2 TOR yeast	procasp3 activ	AHR act	LAP4-GFP MLPCN	RPL19A-GFP yeast	procasp7 counter	AGP1-GFP MLPCN	MEP2-GFP yeast
CCSc1nnc(SCC(=O)Nc2cc(C)on2)s1	104	0	2	102	96	1	102	95
O=C(NC(Nc1nc2ccc([N+](=O)[O-])cc2s1)(C(F)(F)F)C(F)(F)F)c1ccccc1Cl	108	8	-14	105	107	-10	107	107
Cc1c(Cl)cccc1NC(=O)CCCN1C(=O)CCC1=O	105	3	1	108	106	2	101	111
O=C1c2ccccc2C(=O)N1CC1c2ccccc2CCN1C(=O)N1CCOCC1 (stereo not drawn)	94	3	0	106	97	6	97	108
CC(=O)NC(=S)Nc1ccccc1N1CCN(C(=O)c2ccccc2)CC1	100	-2	12	96	97	3	102	99
CCOc1ccc(CCNC(=O)c2cccc(NC3=NC4CS(=O)(=O)CC4S3)c2)cc1OCC (stereo not drawn)	104	-8	0	102	99	-1	99	95
C=CCn1c(SCC(=O)Nc2ccc3c(c2)OCCO3)nnc1-c1ccccn1	100	-4	2	101	96	7	99	102
COc1ccc(S(=O)(=O)N2CCC(C(=O)N3CCc4ccccc4C3)CC2)cc1C	92	8	6	103	90	4	92	90
CCOC(=O)N1CCC2(CC1)C(C(=O)C13CC4CC(CC(C4)C1)C3)C2(C#N)C#N (stereo not drawn)	100	-4	0	118	96	0	102	102
COCc1c(C(=O)N/N=C(/C)c2ccc(OCc3ccccc3)cc2)nnn1-c1nonc1N	107	-1	6	86	106	1	97	110
Cc1cc(C)n2nc(S(=O)(=O)Nc3c(Cl)cccc3Cl)nc2n1	78	1	-3	147	69	5	105	105
CCCC(=O)Nc1ccc2oc(-c3ccc(OC)c(Br)c3)nc2c1	100	-6	-6	104	103	1	103	96
O=C(NC(=S)NCc1ccccc1)c1ccccc1F	106	-11	0	107	103	7	103	105
COc1ccc(C2=NS(=O)(=O)N(C)C(C(=O)Nc3cc(C)ccc3O)=C2)cc1OC	103	-10	7	98	98	17	100	98
Cc1c(CCC(=O)NCCC(=O)O)c(=O)oc2cc3occ(-c4ccccc4)c3cc12	104	11	0	100	103	4	102	102
O=C(Nc1ccccc1-c1nc2ccccc2s1)c1cccnc1	110	3	23	106	98	0	97	101
Cc1ccc(C(=O)c2cn[nH]c2-c2cc(Cl)ccc2O)cc1	99	-7	11	94	96	8	101	97
CCOc1ccc(S(=O)(=O)NCc2ccccc2OC)cc1	95	11	5	97	94	3	95	93
C[C@@H]1CCC2[C@](C)(CO)[C@@H](O)CC[C@]2(C)[C@@]12CCC(CO)(CCO)O2 (stereo partly drawn)	106	-5	-1	98	97	19	94	127
Cc1ccc(-n2c3c(c(=O)[nH]c2=S)C(C(F)(F)F)(C(F)(F)F)NC(=O)N3)cc1	97	2	0	102	98	-7	103	101
CCOc1[nH]n(-c2ccccc2)c(=O)c1C=Nc1ccc(F)cc1F	109	-9	3	109	117	8	110	115
O=S(=O)(NCc1ccc(Cl)cc1Cl)c1cccs1	100	3	3	86	105	9	97	111
N#Cc1nc(-c2ccccc2)oc1NCc1ccco1	106	4	16	103	100	6	94	101
Cc1nn(-c2ccccc2)c2c1C(O)CC(C)(C)C2 (stereo not drawn)	u	5	3	83[may fluoresce red and violet]	u	17	84[may fluoresce red and violet]	91[may fluoresce red and violet]
COc1cccc(CN(C)CC(=O)Nc2cccc(S(N)(=O)=O)c2)c1OC	98	-4	-1	86	99	-7	91	100
S=c1nc(-c2cccc(Cl)c2)[nH][nH]1	97	-10	6	100	99	-7	95	96
CC(C)(C)c1ccc(OCc2nc(-c3ccccn3)no2)c(Br)c1	93	1	26	101	98	-5	98	98
O=C(N/C(=C/c1ccc(Br)cc1)C(=O)N1CCOCC1)c1cccs1	86	2	4	93	91	9	96	96
CSCC[C@H](NC(=O)N1CCn2c1nc1ccccc12)C(=O)NCc1ccccc1	103	-6	4	93	101	-1	102	101
COc1cccc(N2CCN(C(=O)CSc3ccc(F)cc3)CC2)c1	92	4	4	100	99	4	97	99
O=C(CSc1ccc(-c2ccc(-n3cccn3)cc2)nn1)Nc1ccccc1F	95	-4	6	106	95	-3	107	99
CCSc1nnc(-c2cc(Br)ccc2N)c(=O)[nH]1	92	0	8	92	91	-7	90	99
CCCOC1CCCN(C(=O)CCCn2nnnc2CN2CCOCC2)C1 (stereo not drawn)	103	-4	-1	91	105	-6	99	104
Cc1ccc(NC(=O)COC(=O)c2c(-c3ccccc3)noc2C)cc1	81	6	22	102	91	-9	89	94
CC(C)[C@H](NC(=O)Nc1ccccc1F)C(=O)O	99	-5	1	98	100	0	100	103
O=C(CCN1C(=O)C2CCCCC2C1=O)Nc1cc([N+](=O)[O-])ccc1Cl (stereo not drawn)	99	9	5	96	101	-4	101	96
O=C(CSc1nnc(C2CC2)n1C1CC1)Nc1cccc(Br)c1	102	-4	-7	99	99	-2	100	102
CC1C(c2ccccc2)C(C#N)(C#N)C2(C#N)C(=O)NC1(N)C2C (stereo not drawn)	93	-3	0	89	94	9	97	93
CN1C=CC=C/C1=C1\SC(=S)N(N)C1=O	u	-10	5	68[may fluoresce violet]	44*[may fluoresce violet]	-28	u	293*[may fluoresce violet]
Cc1ccc2nc(C)c(C(=O)N/N=C/c3cccs3)cc2c1	97	-1	6	98	103	-4	103	101
Cc1nc2ccccc2c2oc(C(=O)N3CCc4ccccc4C3)cc12	107	7	1	99	98	-10	98	94
COC(=O)c1c(NC(=O)CN2C(=O)NC3(CCc4ccccc4C3)C2=O)sc2c1CCCCC2 (stereo not drawn)	102	9	2	90	103	0	97	94
N[C@@H](Cc1ccc(O)c(I)c1)C(=O)O	91	6	-2	93	103	8	94	92
CCOc1cccc(CN2CCN(CCc3ccccc3)C(CCO)C2)c1O (stereo not drawn)	96	3	4	102	106	1	106	99
CS(=O)(=O)c1ccc(C(=O)OC2CCOC2=O)cc1[N+](=O)[O-] (stereo not drawn)	103	4	-2	114	103	-3	103	111

Only RPL19A-GFP yeast and MEP2-GFP yeast, for two of the compounds above:
| canonical_smiles | RPL19A-GFP yeast | MEP2-GFP yeast |
| --- | --- | --- |
| CCCC(=O)Nc1ccc2oc(-c3ccc(OC)c(Br)c3)nc2c1 | 103 | 96 |
| N[C@@H](Cc1ccc(O)c(I)c1)C(=O)O | 103 | 92 |

Following part.
SMILES	CIT2 TOR yeast	procasp3 activ	AHR act	LAP4-GFP MLPCN	RPL19A-GFP yeast	procasp7 counter	AGP1-GFP MLPCN	MEP2-GFP yeast
CC(C)(C)NC(=O)CN(Cc1cccs1)C(=O)CN1C(=O)C(=O)c2ccccc21	98	-5	0	112	95	13	102	96
COc1ccc(S(=O)(=O)NCCSCc2ccco2)cc1OC	100	0	-2	100	104	-9	100	102
COc1ccccc1N1CCN(Cc2cc3c(cc2O)OCO3)CC1	95	-17	0	96	103	-19	101	100
CC(=O)Nc1nnc(SCC(=O)N2CCc3ccccc32)s1	108	-7	4	93	98	-2	100	104
CCn1c2ccc(F)cc2c2nc3ccccc3nc21	88	-4	59*	109	89	-6	83	96
COc1ccc(NC(=O)CCNS(=O)(=O)c2ccc3[nH]c(=O)oc3c2)cc1Cl	101	0	-1	94	98	-10	104	116
CCOC(=O)C1CCCN(C(=O)c2cc(S(=O)(=O)N3CCCCC3)c[nH]2)C1 (stereo not drawn)	98	7	1	105	94	4	104	99
CCN(CC)CCCN(C(=O)c1ccccc1C)c1nc(-c2ccc(OC)cc2)cs1	111	-6	3	98	102	-6	105	111
Cc1[nH]c(=O)[nH]c(=O)c1S(=O)(=O)Nc1ccc(Cl)c([N+](=O)[O-])c1	98	-1	1	101	102	-3	96	100
CC(=O)NC(C)c1cc(F)c2cccnc2c1O (stereo not drawn)	99	-1	-1	82	95	7	65	89
N#CC(C(=O)NC1CC1)c1nc2ccccc2nc1N1CCN(C/C=C/c2ccccc2)CC1 (stereo not drawn)	105	-2	-2	101	100	3	102	102
Cc1ccsc1C(=O)NNC(=O)CCN1CCN(c2ccccc2)CC1	95	1	5	104	99	3	97	107
Cc1cc(OCCCC(=O)NCCN2C(=O)S/C(=C\c3cccnc3)C2=O)ccc1Cl	108	6	-3	98	105	-3	109	107
COC(=O)C1=C(C)N=C2SCCC(=O)N2C1c1cc(Br)ccc1OC (stereo not drawn)	105	4	1	101	101	5	105	112
CCCn1c(/N=C/c2cc(OC)ccc2O)nc2ccccc21	95	-1	5	103	103	-1	104	103
C#CCOCCOCCOCCNc1nc(N2CCN(C(=O)[C@H](CCCCN)n3cc(CN)nn3)CC2)nc(N2CCN(C(=O)[C@H](CCC(=O)O)n3cc([C@@H](N)[C@H](C)CC)nn3)CC2)n1	82	-1	1	91	94	12	94	98
O=c1c2cc(Br)cc(Br)c2oc2nc3n(c(=O)c12)CCCS3	111	3	4	99	102	4	108	105

Of the compounds above, these have an aryl methoxy group:
SMILES	CIT2 TOR yeast	procasp3 activ	AHR act	LAP4-GFP MLPCN	RPL19A-GFP yeast	procasp7 counter	AGP1-GFP MLPCN	MEP2-GFP yeast
COc1ccc(S(=O)(=O)N2CCC(C(=O)N3CCc4ccccc4C3)CC2)cc1C	92	8	6	103	90	4	92	90
CCCC(=O)Nc1ccc2oc(-c3ccc(OC)c(Br)c3)nc2c1	100	-6	-6	104	103	1	103	96
COc1ccc(C2=NS(=O)(=O)N(C)C(C(=O)Nc3cc(C)ccc3O)=C2)cc1OC	103	-10	7	98	98	17	100	98
CCOc1ccc(S(=O)(=O)NCc2ccccc2OC)cc1	95	11	5	97	94	3	95	93
COc1cccc(CN(C)CC(=O)Nc2cccc(S(N)(=O)=O)c2)c1OC	98	-4	-1	86	99	-7	91	100
COc1cccc(N2CCN(C(=O)CSc3ccc(F)cc3)CC2)c1	92	4	4	100	99	4	97	99
COc1ccc(S(=O)(=O)NCCSCc2ccco2)cc1OC	100	0	-2	100	104	-9	100	102
COc1ccccc1N1CCN(Cc2cc3c(cc2O)OCO3)CC1	95	-17	0	96	103	-19	101	100
COc1ccc(NC(=O)CCNS(=O)(=O)c2ccc3[nH]c(=O)oc3c2)cc1Cl	101	0	-1	94	98	-10	104	116
CCN(CC)CCCN(C(=O)c1ccccc1C)c1nc(-c2ccc(OC)cc2)cs1	111	-6	3	98	102	-6	105	111
COC(=O)C1=C(C)N=C2SCCC(=O)N2C1c1cc(Br)ccc1OC (stereo not drawn)	105	4	1	101	101	5	105	112
CCCn1c(/N=C/c2cc(OC)ccc2O)nc2ccccc21	95	-1	5	103	103	-1	104	103
